From PubChem
SENP8 inh: SENP8 protease inhibitors, primary screen, biochemical, luminescence; Sentrin-specific protease 8 (Homo sapiens), Q96LD8; purified SENP8, Z-RLRGG-aminoluciferin cleavage; inhibition, % at 10 µM; 330,000 compounds, 1.2% hits; AID 2540, 2010
Target sequence (Q96LD8 whole entry, looked up): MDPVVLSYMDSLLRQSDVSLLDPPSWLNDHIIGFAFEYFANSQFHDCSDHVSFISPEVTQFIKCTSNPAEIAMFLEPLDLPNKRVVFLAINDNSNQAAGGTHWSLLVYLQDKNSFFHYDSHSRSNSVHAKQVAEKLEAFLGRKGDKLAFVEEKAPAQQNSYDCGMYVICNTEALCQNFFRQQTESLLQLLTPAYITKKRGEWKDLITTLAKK
UBC13 polyUb: UBC13 polyubiquitin chain formation inhibitors, primary screen, biochemical, TR-FRET, uHTS | Ubiquitin-conjugating enzyme E2 N (Homo sapiens), P61088 | inhibition, % at 20 µM | 330,000 compounds, 0.47% hits | AID 485273, 2010; in the data active means inhibition above about 45%, passing the limit was not always enough
Target sequence (P61088 whole entry, looked up): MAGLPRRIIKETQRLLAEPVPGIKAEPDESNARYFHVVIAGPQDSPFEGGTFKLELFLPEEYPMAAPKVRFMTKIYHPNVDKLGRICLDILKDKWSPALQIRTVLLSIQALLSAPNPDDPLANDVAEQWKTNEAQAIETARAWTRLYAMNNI
697 NFkB inh: inhibitors of PMA/ionomycin-induced NF-kB reporter, 697 cells, primary screen, B-cell NF-kB inhibitor project, cell-based, luminescence, uHTS; 697 B-cell NF-kB luciferase reporter, 16 h; inhibition, % at 4 µM; 330,000 compounds, 0.33% hits; AID 435022, 2010; in the data active means inhibition above about 35%
Apaf1 inhib: inhibitors of human Apaf-1 apoptosome, primary screen, biochemical, DEVD-Rh110 fluorescence, uHTS | Apoptotic protease-activating factor 1 (Homo sapiens), O14727 | reconstituted apoptosome caspase-3 activity | inhibition, % at 20 µM | 330,000 compounds, 0.71% hits | AID 489030, 2010; active means inhibition of at least 40% at 20 µM;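 further: plate controls were DMSO wells for no effect and DEVD-CHO caspase inhibitor wells for full effect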
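Assay system – apoptosome proteins · Medium – Hepes buffer, pH 7.5 · Also added – cytochrome c with DEVD-Rh110 · Timing – 30 min compound preincubation, 50 min activation, room temperature · Detection – Rh110 fluorescence, excitation 480 nm, emission 540 nm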
CCR6 antagonist: CCR6 receptor antagonists, primary screen, cell-based, CHO-K1, luminescence, beta-arrestin, uHTS. C-C chemokine receptor type 6 (Homo sapiens), P51684. CHO-K1 CCR6 PathHunter beta-arrestin, CCL20-stimulated. inhibition, % at 20 µM. 340,000 compounds, 0.49% hits. AID 493098, 2011;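 active means compounds whose inhibition of the agonist-driven luminescence signal at 20 µM reaches about 50%, limit read from the data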;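 further: cells stimulated with CCL20 at 14 nM final; plate controls were DMSO with CCL20 for no effect and DMSO without agonist for full effect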
EBI2 block: EBI2 receptor antagonists, beta-arrestin recruitment, primary screen, cell-based, luminescence, 7a,25-OHC stimulation, uHTS. 7a,25-OHC stimulated. G-protein coupled receptor 183 (Homo sapiens), P32249. 360,000 compounds, 0.81% hits. inhibition, % at 5 µM. AID 651636, 2012; in the data active means inhibition above about 38%;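 further: enzyme fragment complementation signal reports receptor beta-arrestin coupling in cells; 0% = agonist plus DMSO wells and 100% = wells without agonist; some results beyond the cut were filed as inactive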
Target sequence (P32249 whole entry, looked up, the tested form may be a part): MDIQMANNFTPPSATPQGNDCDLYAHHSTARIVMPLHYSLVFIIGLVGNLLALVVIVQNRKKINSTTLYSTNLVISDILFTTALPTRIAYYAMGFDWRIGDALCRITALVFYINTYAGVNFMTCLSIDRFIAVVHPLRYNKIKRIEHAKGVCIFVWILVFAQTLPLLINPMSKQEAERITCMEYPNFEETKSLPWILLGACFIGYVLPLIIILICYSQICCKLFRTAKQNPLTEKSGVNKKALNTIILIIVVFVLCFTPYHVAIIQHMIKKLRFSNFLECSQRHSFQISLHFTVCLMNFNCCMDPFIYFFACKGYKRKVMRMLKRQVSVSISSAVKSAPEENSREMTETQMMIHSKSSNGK
Gli-Sufu antag: Gli-Sufu pathway antagonists, primary screen, luciferase luminescence, Sufu-KO-LIGHT cells, uHTS; inhibition, % at 5 µM; Sufu-KO-LIGHT fibroblasts, Gli luciferase reporter luminescence; 340,000 compounds, 0.74% hits;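 active means inhibition above about 55%, limit read from the data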;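 further: 0% = DMSO-treated cells and 100% = wells with medium but no cells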
Jurkat NFkB inh: inhibitors of induced NF-kB luciferase reporter, primary screen, TCR NF-kB activation inhibitor project, cell-based, luminescence, uHTS; Jurkat, PMA/ionomycin-induced NF-kB luciferase reporter; inhibition, % at 4 µM; 330,000 compounds, 0.53% hits
An asterisk follows results filed as active; nt = no result given. Unless noted, no stated cut-off is given here; in the data, active means inhibition above about 50%; inactive means the rest. These rows are one share of the data. The share of hits here may be higher or lower than overall.

Under each structure – SENP8 inh, UBC13 polyUb, 697 NFkB inh, Apaf1 inhib, CCR6 antagonist, EBI2 block, Gli-Sufu antag, Jurkat NFkB inh
CCN(CC)S(=O)(=O)c1cccc(C(=O)N/N=C/c2ccc(N3CCOCC3)cc2)c1
→ 4, 9, 17, -9, -7, 5, -17, -2
CC1(C)CC(=O)C2=C(C1)c1c(ccc3ccccc13)NC2c1ccc(Br)o1 (stereo not given)
→ -9, 2, -35, 28, 22, 18, -4, -38
Cc1cc(C(=O)CSc2nnc(N)s2)c(C)n1CCc1ccc(F)cc1
→ -2, 4, -3, 14, 8, -5, -12, 11
Cc1ccc(N2CC(C(=O)N3CCc4ccccc4C3)CC2=O)cc1 (stereo not given)
→ 0, -1, 6, -3, 2, 6, -2, -4
Cc1ccc(Cl)c2c1=NC(=O)C=2c1[nH]c(=S)[nH]c1O
→ -7, -106, -13, -2, 45, -6, 5, 5
CC(C)CC(NC(=O)CNC(=O)C1O[C@@H]2OC(C)(C)O[C@@H]2[C@H]2OC(C)(C)O[C@@H]12)C(=O)O (stereo not given in full)
→ -3, 1, 4, -10, -19, -5, -4, 3
CCCCc1nc2cc(C(=O)NCc3nccn3CC)ccc2o1
→ 3, 1, -1, -8, 6, -2, -16, -15
Cc1cccc(NC(=O)C2CCN(C(=O)[C@@H]3Cc4ccccc4CN3)CC2)c1
→ 4, 1, -11, 3, 6, 4, -65, 9
C=CCn1c(-c2ccncc2)n[nH]c1=S
→ 2, -1, 15, -7, -10, -3, 3, 0
CCOC(=O)C1=C(COC(=O)c2ccc([N+](=O)[O-])o2)NC(=O)NC1C (stereo not given)
→ 3, -14, 5, 7, -4, -13, 3, -6
COc1cc(/C=N/n2c(-c3cc(C)[nH]n3)n[nH]c2=S)cc(OC)c1O
→ 4, 8, 11, -15, 6, -2, -2, -5
CC(=O)c1cccc(NC(=O)/C(=C/c2ccco2)NC(=O)c2ccco2)c1
→ 38, -6, 6, -8, 0, 2, 2, 2
CCOC(=O)C1=C(SCC)c2cc3c(n2C1=O)CCCC3
→ -2, -201, -17, 13, 31, 7, -14, -25
Cc1ccccc1-c1nc2cc(Cl)ccc2o1
→ 58*, 2, -102, 10, 9, 6, -61, -69
CN1/C(=C\C=N\NC(=O)c2ccc(O)cc2)C(C)(C)c2ccccc21
→ 0, -12, -6, 18, 15, -15, 76*, 39
COc1ccc(-c2oc(=O)c3cc(OC)c(OC)cc3c2/C=C/c2ccc(F)cc2)cc1
→ 4, 4, -3, 6, 0, 16, 14, 0
CC1=NNC(=O)/C1=C\c1cn(-c2ccccc2)nc1-c1ccc(Cl)cc1
→ -7, -16, 37*, 32, -11, 91*, 3, 95*
Cc1ccc(C(=O)COC(=O)CNC(=O)c2cccs2)cc1C
→ 5, -2, 15, -2, 8, -8, -6, -10
CCOC(=O)N1CCN(C(=O)C2CCCN(S(C)(=O)=O)C2)CC1 (stereo not given)
→ -3, 2, 27, -11, 0, -4, 17, 8
Cc1ccc(S(=O)(=O)N(C)C)cc1NC(=O)COC(=O)COc1ccc2c(c1)CCC2
→ 2, 4, 11, 13, 15, 1, -1, -5
C=CCNC(=S)NNC(=O)c1ccc([N+](=O)[O-])cc1
→ -10, -8, -7, 8, 23, 9, 0, -1
CCC(CC)C(=O)Nc1ccc(Cl)c(Cl)c1
→ -9, -11, -42, 6, 6, -6, 3, -20
O=C(OC1CCN(c2ncc(C(F)(F)F)cc2Cl)CC1)c1ccccc1
→ 7, -4, 8, 5, 14, 1, -4, 12
Cc1cc(C)cc(-n2nnnc2SCC(=O)Nc2nc(-c3ccc(F)cc3)cs2)c1
→ 7, -3, 5, -17, 8, 17, 5, 8
Cc1ccnc(Nc2nc3ccccc3s2)n1
→ 28, 32, -200, -2, -9, 4, -62, -87
COc1cc(C(=O)N2CCN(c3ccccc3F)CC2)ccc1OCC(=O)N1CCOCC1
→ 4, 18, 2, -12, 1, 0, nt, 10
Cc1cnc(=O)[nH]c1SCc1cccc([N+](=O)[O-])c1
→ -10, -5, 4, 0, 4, -8, -4, -5
C=C(C)Cn1c(CCCNC(=O)CCC)nc2ccccc21
→ -5, 6, -20, -4, 18, -8, -3, 0
O=C(OCC(=O)C12CC3CC(CC(C3)C1)C2)c1ccc(O)cc1O
→ -12, -3, -85, 17, -25, -2, -19, -43
O=C(/C=C/c1cccc([N+](=O)[O-])c1)N1CC[C@@]2(O)CCCC[C@H]2C1
→ 6, -3, 3, -19, 4, -5, -15, -7
COc1ccc(S(=O)(=O)N2CCN(CC(=O)N3CCOCC3)CC2)cc1OC
→ -16, -5, -6, 20, -1, -1, 13, -6
C=CCn1c(Cc2cccc3ccccc23)n[nH]c1=S
→ 7, -2, 3, 2, 13, 1, -6, 3
Cc1ccc(CSCC(=O)Nc2ccccc2F)cc1
→ -5, 4, 11, -1, 1, -1, -17, -10
COCCNC(=O)C(c1ccco1)N(C(=O)Cn1nnc2ccccc21)c1cccc(C)c1C (stereo not given)
→ -9, 1, -5, -6, 9, -1, -10, -44
COc1ccc(C(O)(C2CCCCC2)C(CN2CCOCC2)c2ccccc2)cc1 (stereo not given)
→ -12, 0, 9, 24, 11, -9, 12, 5
Cc1ccc(OCC(=O)NNC(=O)c2ccoc2C)c(Br)c1
→ -19, -6, -1, 7, 1, -2, 3, 3
COCCN(C(=O)COC(=O)COc1ccc2c(c1)CCC2)c1c(N)n(Cc2ccccc2)c(=O)[nH]c1=O
→ -17, -2, 12, -2, -8, -3, -7, 6
COc1ccc(CCNC(=O)CCc2ccc(S(=O)(=O)NCC(C)C)cc2)cc1OC
→ 3, 1, -16, 7, 5, 2, -1, 14
COc1ccc(CN(CC(=O)NCC2CCCO2)C(=O)CNS(=O)(=O)c2ccccc2)cc1 (stereo not given)
→ 2, 0, 4, 13, -1, -10, -25, -8
Cc1ccc(OCC(=O)Nc2cccc3c2CCCC3)cc1C
→ 3, -1, 12, 6, 21, 0, 7, 9
O=C(CCNC(=O)c1ccccc1)Nc1cccnc1
→ -4, -7, 1, -10, 5, -5, nt, 5
O=C(N/N=C/c1ccccc1F)c1ccc(COc2ccccc2Cl)o1
→ -7, 3, 1, -2, 9, -7, 5, 3
CCCc1nc(-c2cc3cc(C)ccc3[nH]c2=O)no1
→ -1, -12, 6, -16, -2, 0, 7, -4
O=C(c1ccccc1)c1ccc(C(=O)N2CCN(c3ccccc3Cl)CC2)cc1
→ 2, 7, 0, 12, 10, 3, 7, 11
CC1C(=O)CCC1(C(=O)O)c1ccccc1 (stereo not given)
→ 3, -1, 13, -4, 17, 4, -21, 18

Four entries from above, reformatted.
molecule,SENP8 inh,UBC13 polyUb,697 NFkB inh,Apaf1 inhib,CCR6 antagonist,EBI2 block,Gli-Sufu antag,Jurkat NFkB inh
C=CCn1c(Cc2cccc3ccccc23)n[nH]c1=S,7,-2,3,2,13,1,-6,3
Cc1ccc(CSCC(=O)Nc2ccccc2F)cc1,-5,4,11,-1,1,-1,-17,-10
COCCNC(=O)C(c1ccco1)N(C(=O)Cn1nnc2ccccc21)c1cccc(C)c1C (stereo not given),-9,1,-5,-6,9,-1,-10,-44
COc1ccc(C(O)(C2CCCCC2)C(CN2CCOCC2)c2ccccc2)cc1 (stereo not given),-12,0,9,24,11,-9,12,5

The results go on.
Under each structure – SENP8 inh, UBC13 polyUb, 697 NFkB inh, Apaf1 inhib, CCR6 antagonist, EBI2 block, Gli-Sufu antag, Jurkat NFkB inh
O=C(OCCCc1cc2ccccc2c(=O)o1)c1ccco1
→ 6, 3, 1, 4, 3, 3, -9, -6
CSCCC(NC(=O)COc1ccccc1)C(=O)N1CCN(c2ccccc2O)CC1 (stereo not given)
→ 5, -7, 18, 3, 4, 7, -1, 3
CCOC(=O)c1c(NC(=O)c2ccco2)sc2c1CCCCC2
→ 1, 10, 3, 13, 26, 11, -10, 6
Cc1onc(-c2ccccc2Cl)c1C(=O)N(C)CC(=O)Nc1ccc(F)c(F)c1F
→ -7, 1, 0, -4, 11, 6, 2, 7
O=C1CSC(c2ccc([N+](=O)[O-])cc2)N1c1ccc(O)cc1 (stereo not given)
→ 0, -1, 13, 13, 1, 1, -9, -2
Cc1ccc(C)c(-c2nnc(NC(=O)C3=COCCO3)o2)c1
→ -9, -7, 11, 2, 9, -8, -9, 1
O=C(O)c1ccccc1C(=O)N1CCN(c2ccccc2)CC1
→ -1, -2, 23, 0, 13, 0, -2, -4
Cc1nc(-c2cccc(S(=O)(=O)N3CCOCC3)c2)cs1
→ -10, -4, -1, -6, -7, 6, 2, -6
Cc1c(/C=N/O)c2ccccn2c1C(=O)c1ccc(F)cc1
→ -9, -4, -20, 8, 20, 7, nt, 8
CC(C)N(C(=O)/C=C/c1cccc([N+](=O)[O-])c1)C(C)C
→ -12, -9, -2, -4, 8, 12, 0, -3
Cn1c(=O)c2c(nc(SCCN3CCCCC3)n2Cc2ccc(Cl)cc2)n(C)c1=O
→ -4, 11, -25, 2, 23, 10, 15, -10
CC(NC(=O)CSc1nc2ccccc2c(=O)n1CCCO)c1ccccc1 (stereo not given)
→ -8, 7, -15, -11, 10, 3, -12, -6
Cc1ccccc1N1CCN(S(=O)(=O)c2nnc(NC(=O)CC(C)C)s2)CC1
→ 4, -6, 18, 6, 9, 6, 3, 4
COc1ccc(-c2c(C(=O)O)c(C(=O)O)c3n2CCC3)cc1
→ -2, 6, 7, -4, 5, -6, 2, 14
COC(=O)[C@@H](NC(=O)NCc1ccc(F)cc1)C(C)C
→ 7, -12, 6, -2, -10, -7, 0, -4
CCOC(=O)c1ccc(NC(=O)Nc2cc(C)on2)cc1
→ -12, 10, 19, -3, 10, -4, -7, -8
CCC1(C)Nc2ccccc2C(=O)N1O (stereo not given)
→ -7, 8, 1, -2, -17, 5, 0, -6
C1CCN(c2nc3nonc3nc2N2CCCCC2)CC1
→ -3, 6, 15, -4, 6, 0, 0, 11
Cc1cc(N)n2nc(-c3ccccc3)c(-c3ccccc3)c2n1
→ -13, 11, -24, 6, 15, 4, 6, -53
Cc1ccc(NC(=O)C2CC(=O)N(C(C)c3ccccc3)C2)cc1 (stereo not given)
→ 5, -1, 13, 1, -7, 7, -1, -7
Cc1nc(C)n(CC(O)COc2ccc3cc(Br)ccc3c2)n1 (stereo not given)
→ -6, -5, 0, 4, -12, 3, 12, 7
CCOC(=O)CN1CC23C=CC(O2)C(C(=O)NC2CCCC2)C3C1=O (stereo not given)
→ 4, 11, 14, -3, 6, -2, 2, -3
COC(=O)C(NC(=O)c1ccccc1)=C1CCCCC1
→ -2, 4, 16, -22, -12, 6, -1, -8
Cc1cc2n(n1)C(c1sccc1C)Nc1ccccc1-2 (stereo not given)
→ -1, 15, 16, 10, 3, -3, -5, 1
COc1ccccc1C1C(C(N)=O)=C(C)Nc2nc(-c3ccc(Cl)cc3)nn21 (stereo not given)
→ -15, -1, -12, -1, 9, -4, -1, 2
COc1ccc(N2CCN(C(=O)CNC(=O)c3ccccc3Cl)CC2)cc1
→ 6, 0, 12, 3, 2, -1, 1, 17
CCOc1ccc(OCCOCCN2CCOCC2)cc1
→ 0, 5, 3, -5, 0, -4, 1, -7
CCc1ccc2[nH]c3nc(C)cc(C)c3c(=O)c2c1
→ -4, 6, -83, -7, 12, -1, -8, -64
Cc1nnc(SC(C)C(=O)Nc2ccc3ccccc3c2)[nH]c1=O (stereo not given)
→ -12, 0, -4, 1, -3, -8, -3, -2
COc1ccc([C@H]2CC(=O)C=C(c3ccc(C)cc3)C2)cc1OC
→ 1, 11, -6, 21, 6, 23, 1, 12
CCC(C)[C@H](NC(=O)N1CCCCC1)C(=O)OC (stereo not given in full)
→ -6, 8, 8, -5, 7, -4, 6, 7
COc1ccccc1N(CC(=O)Nc1ccc(C)cc1Cl)S(=O)(=O)c1cccs1
→ -8, 4, -11, 10, 12, 14, 1, -1
